Gli-Sufu block: Gli-Sufu pathway antagonism; Sufu-KO-LIGHT fibroblasts, Gli luciferase reporter luminescence; inhibition, % at 5 µM; 340,000 compounds, 0.74% hits; AID 588413;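 active means inhibition above about 55%, limit read from the data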;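 further: 0% = DMSO-treated cells and 100% = wells with medium but no cells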
A3G deaminase: APOBEC3G (human) deaminase inhibition | 330,000 compounds, 0.28% hits | Q9HC16 | inhibition, % at 20 µM | AID 493012 | recombinant A3G, ssDNA deamination FAM/TAMRA fluorescence;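 active means inhibition of at least 40% at 20 µM, with no more than 30% in the related APOBEC3A deaminase screen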;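 further: plate controls were DMSO wells with A3G for no effect and wells lacking A3G enzyme for full effect; some compounds called inactive have numbers as strong as hits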
CCR6 antag: blocks CCL20-driven beta-arrestin recruitment at human CCR6; P51684; CHO-K1 CCR6 PathHunter beta-arrestin, luminescence, CCL20-stimulated; inhibition, % at 20 µM; 340,000 compounds, 0.49% hits;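 active means compounds whose inhibition of the agonist-driven luminescence signal at 20 µM reaches about 50%, limit read from the data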;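 further: cells stimulated with CCL20 at 14 nM final; plate controls were DMSO with CCL20 for no effect and DMSO without agonist for full effect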
Target sequence (P51684 whole entry, looked up): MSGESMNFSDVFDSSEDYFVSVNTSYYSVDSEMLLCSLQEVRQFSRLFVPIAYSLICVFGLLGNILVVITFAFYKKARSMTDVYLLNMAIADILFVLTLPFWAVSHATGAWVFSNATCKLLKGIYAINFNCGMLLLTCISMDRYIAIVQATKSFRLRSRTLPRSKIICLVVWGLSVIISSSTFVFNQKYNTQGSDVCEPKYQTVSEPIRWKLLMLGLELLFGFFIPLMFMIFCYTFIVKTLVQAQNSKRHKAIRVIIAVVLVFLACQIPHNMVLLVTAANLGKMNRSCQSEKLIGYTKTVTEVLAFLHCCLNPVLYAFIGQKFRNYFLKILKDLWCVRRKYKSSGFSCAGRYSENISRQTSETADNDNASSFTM
EBI2 antag: blocks human EBI2 receptor beta-arrestin signaling | P32249 | EBI2 beta-arrestin recruitment, luminescence, 7a,25-OHC stimulated | inhibition, % at 5 µM | 360,000 compounds, 0.81% hits | AID 651636; in the data active means inhibition above about 38%;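 further: enzyme fragment complementation signal reports receptor beta-arrestin coupling in cells; 0% = agonist plus DMSO wells and 100% = wells without agonist; some results beyond the cut were filed as inactive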
MPTP inh: permeability transition pore inhibition. isolated mouse mitochondria, Ca2+ swelling absorbance, 30 min. inhibition, % at 10 µM. 360,000 compounds, 1.4% hits. AID 602449;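 active means inhibition of 50% or more, scaled per plate between neutral and stimulator controls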;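 further: 0% = DMSO wells given calcium and 100% = 1 mM EGTA wells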
GRIN3A LBD mod: NR3A (human) ligand-binding domain modulation | NR3A LBD differential scanning fluorimetry, Tm shift; 0% = protein alone, 100% = glycine-bound protein | 340,000 compounds, 2.5% hits | Tm shift relative to glycine control, % at 25 µM | AID 1259313;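 active means melting temperature shift of at least 10% of the positive control shift, at one fixed dose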
CXCR6 inh: blocks human CXCR6 beta-arrestin recruitment; inhibition, % at 20 µM; O00574; 360,000 compounds, 0.36% hits; CHO-K1 PathHunter CXCR6 beta-arrestin, luminescence; in the data active means inhibition above about 34%, passing the limit was not always enough;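 further: antagonist mode with CXCL16 agonist at 10 nM final; 0% = 10 nM CXCL16 with DMSO and 100% = unstimulated wells without agonist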
Target sequence (O00574 whole entry, looked up): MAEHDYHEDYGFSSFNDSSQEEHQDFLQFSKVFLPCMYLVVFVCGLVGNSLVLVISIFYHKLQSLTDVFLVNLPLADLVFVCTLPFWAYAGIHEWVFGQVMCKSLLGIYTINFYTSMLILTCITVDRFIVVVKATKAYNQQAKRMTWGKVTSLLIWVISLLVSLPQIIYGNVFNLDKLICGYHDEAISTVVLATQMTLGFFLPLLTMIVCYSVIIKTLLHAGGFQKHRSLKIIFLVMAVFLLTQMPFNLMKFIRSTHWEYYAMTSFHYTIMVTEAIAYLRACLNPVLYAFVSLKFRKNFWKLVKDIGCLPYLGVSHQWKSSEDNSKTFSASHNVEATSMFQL
APOBEC3A inh: blocks human APOBEC3A ssDNA deamination. P31941. recombinant A3A, FAM/TAMRA ssDNA deamination fluorescence. inhibition, % at 20 µM. 330,000 compounds, 0.41% hits. AID 493011;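 active means at least 40% inhibition at 20 µM here, with at most 30% in a related deaminase screen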;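 further: plate controls were A3A with DMSO for no effect and wells lacking A3A enzyme for full effect; some results filed as inactive read as strong as hits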
Target sequence (P31941 whole entry, looked up): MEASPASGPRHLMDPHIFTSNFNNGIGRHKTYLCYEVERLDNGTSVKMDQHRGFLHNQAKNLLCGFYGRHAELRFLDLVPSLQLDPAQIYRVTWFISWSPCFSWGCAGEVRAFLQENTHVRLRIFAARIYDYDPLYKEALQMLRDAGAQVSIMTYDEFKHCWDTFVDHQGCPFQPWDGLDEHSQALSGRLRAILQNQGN
* = called active by the depositor.

Sample of the layout (two entries):
`COC(=O)C(C(=O)NCC1CCCO1)C1CCCCCC1` (centres undefined) gave Gli-Sufu block -1.4, A3G deaminase -6.6, CCR6 antag 8.0, EBI2 antag -3.2, MPTP inh -4.1, GRIN3A LBD mod 3.6, CXCR6 inh -6.5 and APOBEC3A inh -6.4.
Cc1cc(=O)[nH]c2c(C)cc(S(=O)(=O)Nc3ccc(O)cc3)cc12 was read as Gli-Sufu block 5.7, A3G deaminase -4.6, CCR6 antag 2.2, EBI2 antag -10.9, MPTP inh -1.9, GRIN3A LBD mod 3.2, CXCR6 inh -8.2 and APOBEC3A inh -8.2.

All compounds of this part, repeating the preview:
`COC(=O)C(C(=O)NCC1CCCO1)C1CCCCCC1` (centres undefined) gave Gli-Sufu block -1.4, A3G deaminase -6.6, CCR6 antag 8.0, EBI2 antag -3.2, MPTP inh -4.1, GRIN3A LBD mod 3.6, CXCR6 inh -6.5 and APOBEC3A inh -6.4.
Cc1cc(=O)[nH]c2c(C)cc(S(=O)(=O)Nc3ccc(O)cc3)cc12 was read as Gli-Sufu block 5.7, A3G deaminase -4.6, CCR6 antag 2.2, EBI2 antag -10.9, MPTP inh -1.9, GRIN3A LBD mod 3.2, CXCR6 inh -8.2 and APOBEC3A inh -8.2.
`O=C(COC(=O)c1cn(-c2ccccc2)nc1-c1cccs1)NC1CC1` gave Gli-Sufu block -4.9, A3G deaminase -6.6, CCR6 antag 22.4, EBI2 antag -3.9, MPTP inh -5.6, GRIN3A LBD mod 8.1, CXCR6 inh 5.3 and APOBEC3A inh 5.9.
`O=C(/C=C/c1ccccc1)NCCc1nc2ccccc2[nH]1` gave Gli-Sufu block 6.9, A3G deaminase -6.2, CCR6 antag 1.7, EBI2 antag 16.7, MPTP inh -0.5, GRIN3A LBD mod -8.6, CXCR6 inh -1.4 and APOBEC3A inh -3.2.
Screening O=C(O)c1cccc(S(=O)(=O)Nc2ccccc2Cc2ccccc2)c1 returned Gli-Sufu block -4.5, A3G deaminase -6.5, CCR6 antag 9.7, EBI2 antag 5.3, MPTP inh -0.2, GRIN3A LBD mod 2.5, CXCR6 inh -2.5 and APOBEC3A inh 0.5.
`COc1ccc(S(=O)(=O)NCCC(=O)OCc2cc(=O)oc3cc(C)ccc23)cc1[N+](=O)[O-]` gave Gli-Sufu block -9.0, A3G deaminase -0.4, CCR6 antag 1.6, EBI2 antag -5.3, MPTP inh 2.4, GRIN3A LBD mod -6.2, CXCR6 inh -5.0 and APOBEC3A inh 6.5.
CCCc1cc(=O)oc2c3c(cc(OCC(=O)N[C@@H](CSC)C(=O)O)c12)OC(C)(C)CC3 was read as Gli-Sufu block 3.2, A3G deaminase -6.5, CCR6 antag 6.2, EBI2 antag -7.0, MPTP inh -0.7, GRIN3A LBD mod -6.2, CXCR6 inh 0.3 and APOBEC3A inh -2.2.
`O=S(=O)(Nc1cccc(-c2cn3cccnc3n2)c1)c1ccccc1` gave Gli-Sufu block -1.0, A3G deaminase -0.3, CCR6 antag 3.5, EBI2 antag -13.1, MPTP inh -0.1, GRIN3A LBD mod -0.1, CXCR6 inh -9.5 and APOBEC3A inh -0.9.
`O=c1ccc(Oc2nc(N3CCOCC3)nc(N3CCOCC3)n2)nn1-c1ccccc1` gave Gli-Sufu block -3.0, A3G deaminase 0.1, CCR6 antag 11.6, EBI2 antag 5.7, MPTP inh 0.1, GRIN3A LBD mod 0.9, CXCR6 inh -5.9 and APOBEC3A inh 2.7.
`C/C(=N/NC(=O)Cn1nc2ccccc2n1)c1ccc(F)cc1` gave Gli-Sufu block -6.9, A3G deaminase -2.0, CCR6 antag -2.7, EBI2 antag -19.1, MPTP inh -17.6, GRIN3A LBD mod -12.5, CXCR6 inh -1.5 and APOBEC3A inh 1.1.
For COc1ccc(S(=O)(=O)N2CCN(CCc3ccccc3)CC2)cc1 the results were Gli-Sufu block 13.4, A3G deaminase -7.9, CCR6 antag 5.4, EBI2 antag 2.7, MPTP inh 1.3, GRIN3A LBD mod -1.2, CXCR6 inh 0.5 and APOBEC3A inh 3.0.
Screening COc1ccc(CN2CCC3CC2c2cc(-c4cccc(C)c4)ccc23)cc1 (centres undefined) returned Gli-Sufu block 9.5, CCR6 antag 0.8, EBI2 antag 5.3, MPTP inh 1.5, GRIN3A LBD mod -0.3 and CXCR6 inh 0.3.
Screening CCOc1ccc(NC(=O)Nc2cc(C(C)C)ccc2C)cc1 returned A3G deaminase -10.8, EBI2 antag 9.3, MPTP inh 0.4, CXCR6 inh 9.1 and APOBEC3A inh -2.2.
For C=C(C)c1cccc(C(C)(C)NC(=O)Nc2ccc(OC)nc2)c1 the results were Gli-Sufu block -18.6, A3G deaminase -3.4, CCR6 antag 18.4, EBI2 antag 13.3, MPTP inh -1.5, GRIN3A LBD mod -0.8, CXCR6 inh 0.0 and APOBEC3A inh 0.0.
COC(=O)c1ccc(NC(=O)CSc2nncc3ccc(OC)c(OC)c23)cc1 was read as Gli-Sufu block -6.1, A3G deaminase -7.8, CCR6 antag -2.8, EBI2 antag 0.9, MPTP inh 0.4, GRIN3A LBD mod -3.4, CXCR6 inh -6.8 and APOBEC3A inh -4.0.
Screening O=C(Oc1ccc2c(c1)O/C(=C\c1ccncc1)C2=O)c1cccs1 returned Gli-Sufu block 1.1, A3G deaminase 3.2, CCR6 antag -1.3, EBI2 antag -3.8, MPTP inh -0.2, GRIN3A LBD mod 1.5, CXCR6 inh -7.4 and APOBEC3A inh 3.1.
Fc1ccc(CNc2cnccn2)cc1 was read as Gli-Sufu block 1.0, A3G deaminase -1.6, CCR6 antag -13.6, EBI2 antag -5.1, MPTP inh -2.0, GRIN3A LBD mod -0.3, CXCR6 inh -5.4 and APOBEC3A inh -0.3.
Screening CC1(C)CC(NC(=O)c2cccc(Cl)c2)CC(C)(C)N1 returned Gli-Sufu block -5.3, A3G deaminase -9.7, CCR6 antag -5.7, EBI2 antag -7.1, MPTP inh 0.5, GRIN3A LBD mod -0.5, CXCR6 inh 0.6 and APOBEC3A inh -0.1.
Screening CN(Cc1ccccc1)C(=O)c1ccco1 returned Gli-Sufu block -22.5, A3G deaminase -4.1, CCR6 antag -5.5, EBI2 antag 4.0, MPTP inh 1.2, GRIN3A LBD mod -1.2, CXCR6 inh -7.7 and APOBEC3A inh 0.2.
Screening N=c1c(C(=O)NCc2ccco2)cc2c(=O)n3ccccc3nc2n1Cc1ccc(Cl)cc1 returned Gli-Sufu block 20.0, A3G deaminase 6.6, CCR6 antag 11.3, EBI2 antag 25.7, MPTP inh 0.1, GRIN3A LBD mod -5.4, CXCR6 inh 28.1 and APOBEC3A inh 7.9.
Screening Cc1ccccc1SCC(=O)OCC(=O)NCCNC(=O)COC(=O)CSc1ccccc1C returned Gli-Sufu block -7.8, A3G deaminase -5.6, CCR6 antag 14.7, EBI2 antag 0.0, MPTP inh -1.0, GRIN3A LBD mod -1.9, CXCR6 inh 9.5 and APOBEC3A inh 13.4.
For O=C(c1cccs1)N1CCN(C(=O)c2cccs2)C1=S the results were Gli-Sufu block 2.0, CCR6 antag 0.0, EBI2 antag -23.1, MPTP inh -1.7, GRIN3A LBD mod 2.4 and CXCR6 inh -9.1.
Screening COc1ccc(Br)cc1C(=O)Nc1cccc(C)c1C returned Gli-Sufu block -2.6, A3G deaminase 0.0, CCR6 antag 0.2, EBI2 antag -11.7, MPTP inh -1.2, GRIN3A LBD mod -2.1, CXCR6 inh 11.3 and APOBEC3A inh -1.0.
Cc1ccc(NC(=O)CSc2nc3ccccc3c(=O)n2CCCC(=O)NCC2CCCO2)cc1 (centres undefined) was read as Gli-Sufu block -3.5, A3G deaminase 7.8, CCR6 antag 12.7, EBI2 antag 9.7, MPTP inh -0.4, GRIN3A LBD mod 0.4, CXCR6 inh -1.5 and APOBEC3A inh -0.8.
`NC(=O)Nn1c(CCC(=O)O)ccc1-c1ccc(F)cc1` gave Gli-Sufu block 10.5, A3G deaminase -2.6, CCR6 antag -3.2, EBI2 antag -17.4, MPTP inh 1.1, GRIN3A LBD mod -1.4, CXCR6 inh 2.7 and APOBEC3A inh -0.4.
O=C(NCCC1CCCCN1S(=O)(=O)c1ccccc1)C(=O)Nc1ccccc1 (centres undefined) was read as Gli-Sufu block -5.8, A3G deaminase -5.1, CCR6 antag 14.4, EBI2 antag 3.0, MPTP inh -1.7, GRIN3A LBD mod -0.3, CXCR6 inh 7.3 and APOBEC3A inh -1.3.
For O=C(Nc1ccccc1)c1cc([N+](=O)[O-])ccc1N1CCCCC1 the results were Gli-Sufu block 4.8, A3G deaminase -2.8, CCR6 antag 22.0, EBI2 antag 9.7, MPTP inh 0.0, GRIN3A LBD mod -5.9, CXCR6 inh 15.0 and APOBEC3A inh -2.0.
`Cc1noc(C)c1CN1C(=O)NC(Cc2ccccc2)(Cc2ccccc2)C1=O` gave Gli-Sufu block 0.3, A3G deaminase -0.3, CCR6 antag 14.4, EBI2 antag 4.2, MPTP inh 3.1, GRIN3A LBD mod 0.1, CXCR6 inh 6.6 and APOBEC3A inh 3.4.
`COc1ccccc1C(=O)NCCC(=O)NN1C(=O)NC2(CCCCC2)C1=O` gave Gli-Sufu block 3.3, A3G deaminase -7.0, CCR6 antag 8.8, EBI2 antag -2.4, MPTP inh 0.0, GRIN3A LBD mod 1.8, CXCR6 inh -16.2 and APOBEC3A inh -0.4.
Screening O=C(NCCc1cccs1)c1ccc(Cl)c(Cl)c1 returned Gli-Sufu block -90.7, A3G deaminase -9.2, CCR6 antag 6.7, EBI2 antag 8.6, MPTP inh -1.8, GRIN3A LBD mod -2.1, CXCR6 inh -2.1 and APOBEC3A inh -1.3.
Screening COc1cccc(CN(C)C(=O)C2CC(=O)N(c3ccc4c(c3)OCCO4)C2)c1 (centres undefined) returned Gli-Sufu block -5.1, A3G deaminase -4.2, CCR6 antag -44.3, EBI2 antag -4.8, MPTP inh -2.1, GRIN3A LBD mod 1.0, CXCR6 inh 8.0 and APOBEC3A inh 6.1.
`c1ccc(-c2noc(-c3ccc4c(c3)OCO4)n2)cc1` gave Gli-Sufu block -73.9, A3G deaminase 3.8, CCR6 antag -0.4, EBI2 antag 6.5, MPTP inh 1.8, GRIN3A LBD mod 5.3, CXCR6 inh 0.9 and APOBEC3A inh 2.5.
`COc1cccc(OC)c1C(=O)OCC(=O)Nc1cccnc1Cl` gave Gli-Sufu block -3.1, A3G deaminase 0.5, CCR6 antag 5.1, EBI2 antag -7.5, MPTP inh -1.0, GRIN3A LBD mod -0.4, CXCR6 inh 2.3 and APOBEC3A inh -1.6.
For COc1cc(NC2c3ccccc3C(=O)N2c2cc(C)ccn2)cc(OC)c1OC (centres undefined) the results were Gli-Sufu block 7.2, A3G deaminase 1.0, CCR6 antag 9.5, EBI2 antag 5.7, MPTP inh 1.1, GRIN3A LBD mod -6.2, CXCR6 inh 2.5 and APOBEC3A inh 0.8.
For CCOc1ccccc1CNC(=O)C1CCCN(c2nn3c(=O)cc(C)nc3s2)C1 (centres undefined) the results were Gli-Sufu block -3.0, A3G deaminase -1.9, CCR6 antag 0.0, EBI2 antag -9.5, MPTP inh -1.7, GRIN3A LBD mod -1.9, CXCR6 inh -9.6 and APOBEC3A inh -2.5.
Screening CC1CCN(C(=O)CSc2nnc(CNC(=O)c3ccc(F)cc3)o2)CC1 returned Gli-Sufu block -4.0, A3G deaminase -9.1, CCR6 antag 8.9, EBI2 antag -3.2, MPTP inh -1.8, GRIN3A LBD mod 7.0, CXCR6 inh 1.9 and APOBEC3A inh -2.5.
For CCC(C(=O)Nc1ccccc1OC)n1c(C(=O)OC)cc2ccsc21 (centres undefined) the results were Gli-Sufu block 1.3, A3G deaminase 1.8, CCR6 antag 34.6, EBI2 antag 14.2, MPTP inh -0.6, GRIN3A LBD mod 2.1, CXCR6 inh 7.4 and APOBEC3A inh -1.2.
Screening CCc1nn(CCCC(=O)NCc2ccc(OC(C)C)cc2)c(=O)c2cc3occc3n12 returned Gli-Sufu block -27.7, A3G deaminase -1.7, CCR6 antag 9.7, EBI2 antag 3.5, MPTP inh 0.4, GRIN3A LBD mod 16.5*, CXCR6 inh 8.5 and APOBEC3A inh -2.7.

From PubChem BioAssay
